Bcl-2 Bim block = inhibitors of Bim-Bcl-2 interaction, human; P10415; Bead-based flow cytometry, Bim peptide-Bcl-2 binding; inhibition, % at 10 µM; hit rate 0.06% among 190,000; AID 950; in the data active means inhibition above about 40%; inconclusive means no clear call, values can overlap the other calls;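 further: 0% = no compound wells with probe peptide and 100% = reference peptide inhibitor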
Target sequence (P10415 whole entry, looked up): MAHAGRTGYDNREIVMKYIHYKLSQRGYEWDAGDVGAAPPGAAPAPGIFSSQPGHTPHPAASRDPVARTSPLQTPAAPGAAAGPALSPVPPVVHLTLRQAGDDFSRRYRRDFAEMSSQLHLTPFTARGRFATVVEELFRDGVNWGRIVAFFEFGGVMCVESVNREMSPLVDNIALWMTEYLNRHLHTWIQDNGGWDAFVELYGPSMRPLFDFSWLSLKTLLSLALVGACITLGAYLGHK
ABCG2 block = human ABCG2 inhibition, ABCB1 as counter-screen | hit rate 0.1% among 190,000 | Q9UNQ0 | inhibition, % at 6.6 µM | IgMXP3 cells, JC-1 efflux, flow cytometry;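 active means inhibition above 80%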;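 further: 0% = DMSO and 100% = nicardipine control wells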
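Test system: IgMXP3 (ABCG2) plus far-red-tagged CCRF-Adr (ABCB1) cells. Reagent: JC-1 dye as substrate. Timing: 10 min exposure at 25 °C with rotation, no wash. Measured by: flow cytometric JC-1 green MFI at 530 nm. Read-out: percent efflux inhibition, scaled nicardipine 100% to DMSO 0%. Control set: nicardipine and DMSO wells.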
Bcl-B Bim block = human Bim-Bcl-B interaction inhibition. AID 951. Q9HD36. hit rate 0.073% among 190,000. bead-based flow cytometry, Bim peptide-Bcl-B binding. inhibition, % at 10 µM;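 further: 0% = tracer peptide without compound and 100% = reference inhibitor peptide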
Bim-Mcl-1 = human Bim-Mcl-1 interaction inhibition; hit rate 0.1% among 190,000; Bead-based flow cytometry, Bim peptide-Mcl-1 binding; AID 1009; inhibition, % at 10 µM; Q07820;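 further: 0% = no compound tracer wells and 100% = peptide blocker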
Target sequence (Q07820 whole entry, looked up): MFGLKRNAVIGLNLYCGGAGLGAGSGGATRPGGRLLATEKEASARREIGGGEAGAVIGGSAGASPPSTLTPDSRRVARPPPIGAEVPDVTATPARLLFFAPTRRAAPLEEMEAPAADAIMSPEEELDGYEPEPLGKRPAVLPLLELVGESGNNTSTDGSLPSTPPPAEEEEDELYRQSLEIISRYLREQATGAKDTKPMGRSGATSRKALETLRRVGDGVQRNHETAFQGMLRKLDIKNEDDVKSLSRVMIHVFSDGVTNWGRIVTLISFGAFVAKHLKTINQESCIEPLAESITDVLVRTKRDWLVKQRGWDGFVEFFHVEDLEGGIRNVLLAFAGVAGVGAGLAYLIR
Bim-Bfl-1 = human Bim-Bfl-1 interaction inhibition; Q16548; Bead-based flow cytometry, Bim-Bfl-1 binding inhibition; inhibition, % at 10 µM; hit rate 0.12% among 190,000; AID 1008;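 further: 0% = wells without compound plus tracer and 100% = blocker peptide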
RGS4-Gao reg = modulates binding of RGS4 to human Galphao; P09471; Multiplexed bead flow cytometry; actives lie on both sides; binding response (% of control), % at 10 µM; hit rate 0.33% among 220,000; AID 1415; in the data active means binding response below about 49% or above about 150%; inactive means in between;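 further: fluorescent Galphao activated with aluminum fluoride binding bead-coupled RGS4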
Target sequence (P09471 whole entry, looked up): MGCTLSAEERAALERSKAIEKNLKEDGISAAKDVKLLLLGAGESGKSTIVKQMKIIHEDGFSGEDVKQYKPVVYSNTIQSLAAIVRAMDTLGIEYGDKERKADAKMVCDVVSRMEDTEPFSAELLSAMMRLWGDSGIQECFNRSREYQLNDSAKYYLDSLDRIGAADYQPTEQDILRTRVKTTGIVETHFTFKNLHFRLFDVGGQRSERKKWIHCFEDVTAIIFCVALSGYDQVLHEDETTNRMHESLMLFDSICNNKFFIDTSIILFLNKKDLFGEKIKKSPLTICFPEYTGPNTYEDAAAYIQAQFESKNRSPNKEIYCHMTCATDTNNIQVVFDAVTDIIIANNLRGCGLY
Bcl-XL Bim block = human Bim-Bcl-XL interaction inhibition | inhibition, % at 10 µM | Bim peptide-Bcl-XL binding, bead flow cytometry, fluorescence | hit rate 0.04% among 190,000 | Q07817
ABCB1 inh = human ABCB1 inhibition, ABCG2 as counter-screen. AID 1326. P08183. inhibition, % at 6.6 µM. hit rate 0.067% among 190,000. CCRF-Adr cells, JC-1 efflux, flow cytometry; in the data active means inhibition above about 40%;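 further: 0% = vehicle and 100% = reference inhibitor; higher value means more JC-1 retained so stronger ABCB1 efflux block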
RGS8-Gao = modulates binding of RGS8 to human Galphao; P09471; multiplexed bead flow cytometry; actives lie on both sides; response (percent of control binding), % at 10 µM; hit rate 0.34% among 220,000; AID 1423; in the data active means response below about 60% or above about 140%; inactive means in between;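 further: Galphao activated as the GDP aluminium fluoride complex binding bead-coupled RGS8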
RGS7-Gao reg = human RGS7-Galphao interaction regulation; P09471; hit rate 0.35% among 220,000; binding response (% of control), % at 10 µM; Multiplexed bead flow cytometry, RGS7-Galphao binding; actives lie on both sides; in the data active means binding response below about 49% or above about 150%; inconclusive means no clear call, values can overlap the other calls; inactive means in between;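 further: fluorescent Galphao held in activated GDP-AlF4 state binding bead-coupled RGS7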
Bcl-W Bim block = inhibitors of Bim-Bcl-W interaction, human; Q92843; bead-based flow cytometry, Bim peptide-Bcl-W binding; inhibition, % at 10 µM; hit rate 0.02% among 190,000; AID 952;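 further: 0% = bound tracer without compound and 100% = peptide blocker; higher means less fluorescent Bim peptide bound to Bcl-W beads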
Numbers without * were called inactive; ? = inconclusive; . = no result given. Unless noted, no stated cut-off is given here; in the data, active means inhibition above about 40%.

molecule,Bcl-2 Bim block,ABCG2 block,Bcl-B Bim block,Bim-Mcl-1,Bim-Bfl-1,RGS4-Gao reg,Bcl-XL Bim block,ABCB1 inh,RGS8-Gao,RGS7-Gao reg,Bcl-W Bim block
O=C(NCc1ccccc1)N[C@@H](Cc1c[nH]c2ccccc12)C(=O)O,-1,3,-1,2,-9,105,-5,0.8,99,101,6
Cc1nnc(NC(=O)/C=C/c2ccco2)s1,-6,9,-21,-10,-10,96,-10,0.1,97,94,-9
CCOc1ccc(N(CC(=O)O)S(=O)(=O)c2cccnc2)cc1,-4,-1,-7,0,-8,101,-7,-0.1,100,103,0
COC(=O)c1cc2c(ccn2-c2ccc(F)cc2)n1CC(=O)N1CCN(C(=O)c2ccco2)CC1,-3,7,-2,-1,-6,99,-4,5.1,100,100,-2
COc1ccccc1Sc1nc(-c2ccccn2)ncc1OC,-2,1,-4,-3,-6,99,-4,0.1,101,102,-2
COc1ccc(-n2nc(C(=O)Nc3nc4ccc(OC)cc4s3)c3ccccc3c2=O)cc1,-15,6,-12,-5,-18,102,-12,1.1,100,96,-14
CC(=O)c1ccc(NC(=O)COc2ccc3c(c2)OCO3)cc1,-1,1,-3,1,-3,97,-2,0.2,98,97,0
c1ccc(COc2cccc(CNCc3ccccn3)c2)cc1,0,1,-4,-1,-4,102,1,0.8,101,?,1
COCCNC(=O)Cn1cc(C(=O)c2ccco2)c2ccccc21,-3,14,-5,-3,-9,99,-4,-1.4,96,100,-4
COc1ccc(C(=O)Oc2cccc(Nc3ncnc4ccccc34)c2)cc1OC,0,7,-3,-4,0,102,-1,2.3,117,101,0
CSc1cccc(NC(=O)c2ccccc2N(C)S(C)(=O)=O)c1,-13,0,-15,-4,-15,110,-11,0.0,107,107,-2
C#Cc1ccc([C@@H]2C=C(C(=O)O)O[C@H](OCCCCO)C2)cc1,-3,3,0,0,-4,104,-4,0.4,104,107,-1
CCN1CCCC1CNC(=O)CN1C(=O)COc2ccc(C)cc21 (stereo unspecified),-10,-3,-8,-2,-11,100,-4,-1.4,106,101,0
CCOC(=O)c1sc(C)c2c1NC1(CCCCC1)NC2=O,-4,1,0,-3,-8,102,-3,0.4,103,98,0
Cc1ccc(C(=O)OC/C(O)=C(\C#N)c2nc3ccccc3[nH]2)cc1S(=O)(=O)N1CCOCC1,-7,-3,-5,-2,0,101,-5,-0.4,103,99,-2
COc1ccccc1CNC(=O)C(CCSC)NS(=O)(=O)c1ccc2c(c1)oc(=O)n2C (stereo unspecified),-6,1,-1,-3,0,100,-3,0.3,98,98,-4
CC12CCC(C(=O)NCc3ccc(Cl)cc3)(OC1=O)C2(C)C (stereo unspecified),-2,0,-3,1,-9,103,-2,0.2,102,102,6
c1ccc2c(c1)OCC(c1nnc3n1-c1ccccc1SC3)O2 (stereo unspecified),-7,1,-4,1,-5,94,-4,0.3,96,92,-1
Cc1ccc(CSc2nnc(C)c(=O)n2N)cc1,-7,-8,-6,-1,-10,101,-2,0.1,100,100,-2
O=C(Nc1ccc(O)c(-c2nc3ccccc3o2)c1)C1(c2ccc(Br)cc2)CCCC1,-12,8,-13,-6,-10,98,-9,-0.1,96,100,-9
O=[N+]([O-])c1cc(/C=N/OCc2c(Cl)cccc2Cl)ccc1N1CCOCC1,-14,6,-4,-1,-12,100,-18,0.3,101,97,0
COc1ccc(CC(=O)Nc2ccc(NC(=O)c3ccccc3F)cc2)cc1,-1,3,2,3,2,96,-2,-0.2,96,97,0
Cc1nc(CCNC(=O)COc2ccccc2)cs1,-2,-5,-2,-1,-1,99,-2,-3.3,100,97,0
Cc1cc(C(=O)O)c(CSc2ncn[nH]2)o1,-7,2,-6,-3,-7,100,-4,0.1,102,101,-5
CSc1ccccc1NC(=O)CN(c1cccc(C)c1)S(C)(=O)=O,-12,29,-7,-5,-20,103,-8,1.7,102,105,-4
COc1ccc(-c2nsc(SCC(=O)NCC3CCCO3)n2)cc1 (stereo unspecified),-6,0,-16,-5,-6,102,-7,0.0,104,102,-4
Cc1ncsc1CCC(=O)N1CCCC(C(=O)c2cccc(Cl)c2)C1 (stereo unspecified),0,1,-3,0,-2,103,2,-0.1,102,99,0
Cc1nc2n(n1)CC(O)CS2 (stereo unspecified),0,-1,-1,0,-3,99,-1,-0.3,100,99,0
C/C(=N\NC(=O)CCc1ccccc1)c1ccc(Br)cc1,-1,10,-1,0,-3,93,-1,0.4,96,?,2
Cc1cccc(C)c1NC(=O)C(=O)NCCOc1ccc(Cl)cc1,-9,-1,-2,0,-12,96,0,-0.1,98,102,1
COc1ccc(N2CCn3c2nc2c3c(=O)n(CCCc3ccccc3)c(=O)n2C)c(OC)c1,-11,5,-8,-3,-16,90,-13,2.4,92,90,0
CCOC(=O)c1c(NS(C)(=O)=O)sc2c1CCC(C)C2 (stereo unspecified),-4,0,-11,0,-7,102,0,0.2,103,102,2
Nc1c2c(nc3c1CCC3)CCCC2,-2,1,1,-2,-1,100,1,.,102,104,-2
CCOC(=O)CC1C(=O)NCCN1C(=O)NC1CCCCC1 (stereo unspecified),-5,1,-6,-3,-5,107,-5,-0.1,101,104,-3
Cc1nn(C)c(Cl)c1NC(=O)OCc1ccccc1,0,0,2,0,3,88,0,0.0,97,90,1
O=C(CN1C(=O)NC2(CCCCCC2)C1=O)N1CCC(Cc2ccccc2)CC1,4,2,2,1,6,100,-1,0.5,92,104,0
O=C(COc1ncnc2c(Cl)cc(Cl)cc12)N1CCCCC1,-8,14,-8,0,-11,95,-7,0.1,97,101,1
CN1CCN(C(=O)c2cnn3c2NC(c2ccccc2)CC3C(F)(F)F)CC1 (stereo unspecified),-2,1,-2,0,-4,94,1,0.3,99,98,2
COC(=O)CSc1nc(N2CCCCC2)c2c(c1C#N)CCCC2,-2,7,-1,-1,0,101,-1,1.4,100,97,-6
CCn1c(=N)c(S(=O)(=O)c2ccc(F)cc2)cc2c(=O)n3ccccc3nc21,-2,1,0,-3,-1,100,2,0.9,101,101,-2
COCC(=O)N1CCCC(C(=O)c2ccc3c4c(cccc24)CC3)C1 (stereo unspecified),0,5,0,0,2,99,0,0.6,97,100,-1
COc1ccccc1-c1cc(C(F)(F)F)nc(S(=O)(=O)CCCC(=O)Nc2cc(C)on2)n1,6,1,6,0,3,98,0,0.0,102,103,0
CCc1nnc(SCC(=O)Nc2ccccc2)nc1CC,-2,1,-3,2,-4,99,1,0.2,93,96,2
COc1ccc(C(=O)NCc2ccc3c(c2)cc(C)n3C)cc1,0,0,-2,0,-1,97,-2,1.1,97,104,0
O=C(O)C1CC(=O)N(Cc2cccnc2)C1 (stereo unspecified),-4,2,-8,-5,-2,103,-7,1.1,101,102,0
O=C(CSCc1c(Cl)cccc1Cl)Nc1ccc2c(c1)OCO2,-3,3,-3,-2,-3,95,-3,0.5,102,99,-1
CCOC(=O)c1c(N2C(=O)C3C4C=CC(O4)C3C2=O)sc2c1CCCC2 (stereo unspecified),0,7,-1,4,-11,100,0,1.0,94,94,0
C=CCn1c(N)cc(=O)nc1SCC(=O)N(c1ccccc1)c1ccccc1,0,3,-4,1,0,98,-2,0.6,100,92,1
CC(=O)Nc1sc2c(c1C(N)=O)CCCC2,-2,2,-2,-3,0,98,0,0.2,101,98,-2
CC(C)CCNC(=O)c1ccc2nc[nH]c2c1,-8,2,-8,-3,-11,106,-6,0.3,102,103,0
COc1ccc(S(=O)(=O)N2CC(O)CC2C(=O)OCc2nc3sc(C)c(C)c3c(=O)[nH]2)cc1 (stereo unspecified),-3,-2,-2,-1,1,100,-1,-0.8,100,101,2
O=c1cc(CN2CCN(S(=O)(=O)c3ccccc3[N+](=O)[O-])CC2)nc2sccn12,0,11,-1,0,-4,98,-2,1.2,100,?,-2
COc1ccc(C(=O)CSc2n[nH]c(N)n2)cc1,-10,1,-3,0,-7,101,-3,0.2,101,107,0
Oc1c(Br)cc(Br)cc1/C=N/c1nc2c(s1)CCCC2,-11,1,-16,-3,-11,100,-3,0.1,98,100,0
Cc1ccc(N2C(=O)C(CN(C)C)C2c2ccccc2)cc1 (stereo unspecified),1,3,-1,0,0,98,1,0.8,98,98,-2
CC(=O)c1c(C)[nH]c(C(=O)Nc2nccs2)c1C,-1,18,0,1,0,102,5,0.7,98,103,1
CC(=O)C1=C(C)NC(SCC(=O)c2ccc(F)cc2)=C(C#N)C1c1ccco1 (stereo unspecified),-9,13,7,-16,-11,110,-3,-0.1,100,107,1
O=c1cc(Nc2ccc3c(c2)OCCO3)[nH]c(=O)n1C1CCCCC1,0,18,0,-4,2,101,-1,1.3,101,104,-2
CC1CCc2c(sc3nc(SCC(=O)NCc4ccco4)nc(N)c23)C1 (stereo unspecified),0,5,-4,0,5,95,0,0.8,95,97,1
Cc1cc(S(=O)(=O)n2ccnc2)c(Cl)cc1Cl,0,4,0,0,-5,98,-2,0.8,98,101,-1

Looked up above:
For Bcl-2 Bim block, Nc1c2c(nc3c1CCC3)CCCC2 has -2
For Bcl-W Bim block, Cc1ccc(N2C(=O)C(CN(C)C)C2c2ccccc2)cc1 (stereo unspecified) has -2
For Bcl-2 Bim block, O=c1cc(CN2CCN(S(=O)(=O)c3ccccc3[N+](=O)[O-])CC2)nc2sccn12 has 0

Additional structures
molecule,Bcl-2 Bim block,ABCG2 block,Bcl-B Bim block,Bim-Mcl-1,Bim-Bfl-1,RGS4-Gao reg,Bcl-XL Bim block,ABCB1 inh,RGS8-Gao,RGS7-Gao reg,Bcl-W Bim block
CCCC(C)NC(=S)Nc1cc(C)cc(C)c1 (stereo unspecified),-9,7,-3,1,-5,100,1,0.4,105,98,0
COC(=O)c1ccccc1NC(=O)N1c2ccccc2Sc2ccccc21,0,.,0,2,-2,93,3,.,81,90,2
Cc1ccn2c(NC3CCCCC3)c(C)nc2c1,0,1,-2,-2,-3,104,-2,0.5,103,103,0
O=C(COc1ccc2c(c1)C(=O)CC1(CCCCC1)O2)NCc1ccccc1,2,8,-2,-1,-1,100,0,1.2,100,97,-2
CCSc1nnc2n(-c3ccc(OC)cc3)c(=O)c3c4c(sc3n12)CCCC4,-1,5,-8,-5,0,74,-8,2.2,85,87,-4
CCCCN(CCCC)Cc1ccc(N)cc1,-7,1,-10,-1,-12,120,-1,0.2,108,112,0
Nc1ccc(-n2nnnc2-c2ccco2)cc1,-9,-1,-4,0,-14,103,2,-0.3,104,105,0
O=C(CN1CCN(c2nc(-c3ccc(Cl)cc3)cs2)CC1)NCc1ccco1,-9,4,-11,-2,-11,105,-14,1.0,104,103,0

Random excerpt: two entries already listed
molecule,Bcl-2 Bim block,ABCG2 block,Bcl-B Bim block,Bim-Mcl-1,Bim-Bfl-1,RGS4-Gao reg,Bcl-XL Bim block,ABCB1 inh,RGS8-Gao,RGS7-Gao reg,Bcl-W Bim block
Cc1ccn2c(NC3CCCCC3)c(C)nc2c1,0,1,-2,-2,-3,104,-2,0.5,103,103,0
O=C(CN1CCN(c2nc(-c3ccc(Cl)cc3)cs2)CC1)NCc1ccco1,-9,4,-11,-2,-11,105,-14,1.0,104,103,0

Compound activity deposited in PubChem by NMMLSC.
